B2AR arrestin ag = qHTS assay of beta-arrestin-biased ligands of beta2-adrenergic receptor: NCGC Sytravon Library Screen | Beta-2 adrenergic receptor (Homo sapiens), P07550 | HTLA Tango cells, beta-arrestin recruitment, luciferase luminescence, 18 h | Potency, µM (top dose mostly 46.1 µM), without a hit: at the highest dose activation, actives largely listed as activators | 44,000 tested, under 10 active;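 further: potency means the concentration at half of the fitted maximal effect; 0% = DMSO and full agonism = EC100 isoproterenol or metaproterenol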
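Tango cells expressing recombinant beta2-AR and beta-arrestin were treated with compounds (up to 46 microM titration) in DMEM with 1% FBS for 18 hr at 37 degrees C. Beta-arrestin recruitment drove tTA-dependent luciferase, read by luminescence; curves were fitted and classed.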
NTMT1 inhibitor = Primary qHTS for Inhibitors of N-terminal methyltransferase 1 (NTMT1): MTaseGlo Assay. NTMT1 MTase-Glo SAH luminescence, purified enzyme. AID 1645870, 2021. actives 2.5% (n = 59,000). N-terminal Xaa-Pro-Lys N-methyltransferase 1 (Homo sapiens), Q9BV86. Potency, µM (top dose mostly 114 µM), inactives show at the highest dose activity change, negative = inhibition, usual class: inhibitors;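 further: potency means the concentration at half of the fitted maximal effect; plate controls were DMSO vehicle for no effect and no enzyme for full effect; nearly all actives have a fitted effect of over 65% in size; many of its hits are not listed in these tables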
Target sequence (Q9BV86 whole entry, looked up): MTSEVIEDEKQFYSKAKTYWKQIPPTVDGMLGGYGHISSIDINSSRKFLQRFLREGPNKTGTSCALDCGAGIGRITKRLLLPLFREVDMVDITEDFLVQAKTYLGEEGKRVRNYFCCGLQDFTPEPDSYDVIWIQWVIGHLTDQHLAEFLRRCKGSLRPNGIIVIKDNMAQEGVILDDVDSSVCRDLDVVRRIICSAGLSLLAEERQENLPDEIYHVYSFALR
p53null 39C kill = qHTS Screen for Compounds that Selectively Target Cancer Cells with p53 Mutations: Cytotoxicity of p53 Null Cells at the Nonpermissive Temperature; H1299 p53-null (neo) cells, 39C, ATPlite viability, 24 h; actives 0.97% (n = 55,000); Potency, µM (series often up to 46.1 µM), for inactives: at the highest dose activity, negative = cell killing, actives largely listed as cytotoxic;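 further: potency means the concentration at half of the fitted maximal effect; 0% = DMSO only and -100% = full killing by 100 µM tamoxifen; nearly all actives have a fitted effect of over 50% in size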
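Following overnight plating at 37C (600 cells/well), H1299-neo or H1299-p53A138V cells are dosed up to 46 uM. Incubation lasts 24 hr at 39C before ATP detection.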
GALK inh = qHTS Assay for Inhibitors of Human Galactokinase (GALK): NCGC Sytravon Library Screen | P51570 | recombinant GALK, Kinase-Glo ATP luminescence, 1 h | Potency, µM (series often up to 57.5 µM), for inactives: at the highest dose activity, negative = inhibition, actives largely listed as inhibitors | 44,000 tested, under 10 active | AID 1347072, 2019;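 further: plate controls were full GALK reaction for no effect and reaction lacking GALK for full effect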
Target sequence (P51570 whole entry, looked up): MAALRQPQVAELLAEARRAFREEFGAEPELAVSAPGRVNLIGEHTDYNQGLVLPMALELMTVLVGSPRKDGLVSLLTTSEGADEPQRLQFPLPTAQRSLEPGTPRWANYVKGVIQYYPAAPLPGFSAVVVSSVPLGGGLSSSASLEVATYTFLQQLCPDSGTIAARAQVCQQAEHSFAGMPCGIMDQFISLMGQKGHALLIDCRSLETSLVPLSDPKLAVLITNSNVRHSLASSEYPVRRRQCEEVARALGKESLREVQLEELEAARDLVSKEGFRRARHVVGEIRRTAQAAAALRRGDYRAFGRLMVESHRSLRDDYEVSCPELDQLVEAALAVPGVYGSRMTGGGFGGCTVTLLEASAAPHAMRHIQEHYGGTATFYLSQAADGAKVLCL
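5 nM GALK; 35 uM ATP; 100 uM D-galactose; 20 mM HEPES pH 8.0, 5 mM MgCl2, 60 mM NaCl, 1 mM DTT, 0.01% BSA; 1 h RT; Kinase-Glo Plus luminescence.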
p53null 32C tox = qHTS Screen for Compounds that Selectively Target Cancer Cells with p53 Mutations: Cytotoxicity of p53 Null Cells at the Permissive Temperature; Potency, µM (doses to about 46.1 µM), for the others: at the highest dose activity change, negative = cytotoxicity, hits mostly cytotoxic; actives 0.62% (n = 55,000); H1299-neo p53 null cells, ATP luminescence, 24 h, 32C;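 further: potency means the concentration at half of the fitted maximal effect; 0% = DMSO only and -100% = full killing by 100 µM tamoxifen; nearly all actives have a fitted effect of over 55% in size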
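Cells lacking p53 (H1299-neo) are plated at 600 per well and allowed to settle overnight at 37C. Test compounds (up to 46 uM) are added and held 24 hours at 32C, then ATP is quantified by luminescence.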
FH mod = Identification of activators of human fumarate hydratase by quantitative high-throughput screening; Fumarate hydratase, mitochondrial (Homo sapiens), P07954; FH coupled MDH/diaphorase resazurin fluorescence, 15 min; Potency, µM (series often up to 79.9 µM), for the others: at the top dose activity change, negative = inhibition, actives largely listed as inhibitors; actives 0.22% (n = 54,000); further: potency means the concentration at half of the fitted maximal effect; on the % scale 0 is the no-effect control and ±100 the full control effect; the screen sought activators but most active calls are inhibition curves; nearly all actives have a fitted effect of over 45% in size
TSG101-PTAP inh = qHTS Validation Assay for Inhibitors of HIV-1 Budding by Blocking the Interaction of PTAP/TSG101: Sytravon Library Screen. Fluorescence polarization, FITC-PTAP peptide/Tsg101, 20 min. Potency, µM (titrated, usually from 115 µM), inactives show at the highest dose activity change, negative = inhibition, most hits filed as inhibitors. 44,000 tested, under 10 active; further: potency means the concentration at half of the fitted maximal effect; 0% is about no effect
Target sequence (Q99816 whole entry, looked up): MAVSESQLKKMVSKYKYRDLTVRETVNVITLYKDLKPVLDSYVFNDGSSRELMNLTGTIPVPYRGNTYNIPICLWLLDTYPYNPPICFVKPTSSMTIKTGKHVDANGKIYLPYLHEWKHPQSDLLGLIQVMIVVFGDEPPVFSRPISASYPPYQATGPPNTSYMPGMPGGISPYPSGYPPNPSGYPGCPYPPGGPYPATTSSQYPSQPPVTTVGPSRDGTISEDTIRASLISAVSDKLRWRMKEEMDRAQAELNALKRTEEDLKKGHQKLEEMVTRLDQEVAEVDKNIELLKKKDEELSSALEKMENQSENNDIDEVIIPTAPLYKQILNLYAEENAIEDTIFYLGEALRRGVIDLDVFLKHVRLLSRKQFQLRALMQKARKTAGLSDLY
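Read-out is FITC fluorescence polarization. Compounds were added to Tsg101 binding domain (10 uM final), then FITC-PTAP peptide (50 nM final), 20 min at r.t. Total S+P intensity flags fluorescent compounds.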
* marks the source's active call; other numbers are inactive results; ? = inconclusive; . = not tested or not shown; [ ] = remark or other dose. The call rests on the fitted dose curve; in most records, active means well fitted curve in the direction sought with a large enough effect; inconclusive means small, poorly fitted or top-dose-only effect, or another doubt; inactive means no such curve, though single readings can be large; an effect the other way counts as inactive or inconclusive. Some of the compounds tested; the hit share may differ from the screen's.

Screens in order – GALK inh | NTMT1 inhibitor | FH mod | p53null 39C kill | B2AR arrestin ag | p53null 32C tox | TSG101-PTAP inh
> CCOC(=O)CC(NC(=O)c1cc2c(=O)n3cccc(C)c3nc2s1)c1ccc(OCC)c(OC)c1 (configuration not stated)
 : 6% | 0% | -28% | -8% | 0% | 5% | 5%
> Cc1ccc(C(=O)c2oc3ccccc3c2NC(=O)COc2ccc(C(C)C)cc2)cc1
 : 4% | 7% | -2% | 18% | 1% | 7% | -3%
> COc1ccc(OC)c(CNC(=O)c2cnc(N(C)C)nc2)c1
 : 3% | 26% | 1% | -6% | 0% | 2% | -2%
> COc1ccc(N2CCN(c3csc4ccccc4c3=O)CC2)cc1
 : 1% | ? | -6% | ? | 0% | 11% | -3%
> CCC(C(=O)NCCc1ccc(Cl)cc1)n1ccc2cc(S(=O)(=O)N3CCCCC3)ccc21 (configuration not stated)
 : 1% | 5% | -14% | 11% | 0% | 6% | 0%
> Cc1cccc(N2CCN(C(=O)CN3CCSc4ccccc43)CC2C)c1 (configuration not stated)
 : 2% | 5% | -18% | -10% | 0% | 6% | 1%
> CC(=O)c1ccc(NC(=O)CSc2nccn2Cc2ccc3c(c2)OCO3)cc1
 : 2% | -3% | -5% | 18% | -1% | -3% | 1%
> COc1ccc(C)cc1NC(=O)C(=O)NCCc1sc(-c2ccc(Cl)cc2)nc1C
 : -3% | 11% | -1% | -4% | -1% | -11% | 0%
> Cc1cccc(NC(=O)C2CCN(S(=O)(=O)c3c(C)noc3/C=C/c3ccco3)CC2)c1
 : 2% | 9% | -14% | 2% | -1% | 19% | 9%
> O=C(CSc1nccn1Cc1ccccc1)NCc1ccc(F)cc1
 : 2% | -2% | 3% | 0% | 0% | -1% | 1%
> CCC(=O)N1CCc2cc(S(=O)(=O)NC(CC(C)C)C(=O)NCCc3cccc(C)c3)ccc21 (configuration not stated)
 : 8% | 10% | 29% | -24% | 0% | ? | 2%
> COc1ccc(NC(=O)c2c(-c3ccc(C)cc3)nnc3ccccc23)cc1OC
 : 0% | 1% | 4% | -14% | 0% | -9% | 0%
> COc1ccc(CC(=O)NCCc2sc3nc(-c4ccc(OC)cc4)nn3c2C)cc1
 : -2% | 6% | -9% | 9% | 1% | -11% | -3%
> Clc1ccc(N2CCN(c3ncnc4c3nc3n4CCCC3)CC2)cc1
 : 3% | -3% | -16% | -13% | 0% | 2% | 0%
> CCCn1c(-c2cccc(Br)c2)nc2ccccc21
 : 0% | 14% | -9% | -14% | -3% | 15% | -7%

More structures
Screens in order – GALK inh | NTMT1 inhibitor | FH mod | p53null 39C kill | B2AR arrestin ag | p53null 32C tox | TSG101-PTAP inh
> COc1ccc(CC(=O)Nc2cc(-c3nc4cccnc4s3)ccc2C)cc1
 : -2% | 12% | -2% | ? | 0% | ? | -4%
> CCOc1ccccc1N(CC)C(=O)Nc1cn(C)c(=O)c2ccccc12
 : -5% | 3% | ? | -3% | 0% | 8% | 2%
> CCC1CCc2c(sc(NC(=O)C3c4ccccc4Oc4ccccc43)c2C#N)C1 (configuration not stated)
 : 5% | . | . | 13% | 1% | 21% | 6%
> Cc1ccccc1OCCSc1nnc(-c2ccc([N+](=O)[O-])cc2)o1
 : -4% | 1% | -20% | -11% | -5% | 3% | 2%
> O=C(COc1ccc(F)cc1)Nc1ccc(OCc2cc(=O)n3ccsc3n2)cc1
 : -3% | 0% | 2% | -1% | -2% | 4% | 1%
> COc1ccccc1OCc1nnc(-c2ccccc2)o1
 : 1% | 2% | 4% | -10% | 0% | -6% | 0%
> CCn1ccc2c(OCC(=O)Nc3ccc(C)c(Cl)c3)cccc2c1=O
 : -1% | 8% | ? | 15% | -1% | 9% | -2%
> COc1ccc2nc3sc(C(=O)Nc4ccccc4F)cc3cc2c1
 : 0% | 4% | 0% | -14% | -1% | -13% | -5%
> Cc1ccc(-n2c(=O)c3c(c4cc(C)ccc4n3C)n(CC(=O)Nc3c(C)cccc3C)c2=O)cc1
 : 0% | 3% | 0% | 16% | 0% | 11% | -1%
> Cc1cc(C)c2c(=O)cc(C(=O)NCc3ccc(S(N)(=O)=O)cc3)oc2c1
 : 4% | 2% | -10% | 5% | 1% | -2% | -1%
> CCc1cccc(NC(=O)CSC2=Nc3ccccc3N=C(c3ccc(F)cc3)C2)c1
 : 1% | 10% | -14% | 20% | 0% | -3% | 2%
> Cc1ccc2c(c1)N(C(=O)NCc1ccccc1)CCO2
 : -9% | 11% | -3% | -3% | 0% | 3% | 0%
> Cc1cccc(OCC(=O)Nc2nnc(S(=O)(=O)N3CCCCCC3)s2)c1
 : 2% | 10% | -13% | 19% | 0% | 0% | 2%
> Cc1cccc(N2CCN(C(=O)c3ccc4nc(N5CCC(C)CC5)sc4c3)CC2)c1C
 : 2% | -4% | -13% | 45%[activator] | -4% | 63%[activator] | -7%
> COc1ccc(OC)c(S(=O)(=O)NCC(c2ccc(N(C)C)cc2)N2CCOCC2)c1 (configuration not stated)
 : 0% | 4% | -6% | 4% | 0% | -3% | 1%

(list continues)
Screens in order – GALK inh | NTMT1 inhibitor | FH mod | p53null 39C kill | B2AR arrestin ag | p53null 32C tox | TSG101-PTAP inh
> Cn1c(=O)c2c(-c3ccccc3Br)n(C(C)(C)C)cc2n(C)c1=O
 : 1% | ? | 0% | -9% | 0% | 5% | -1%
> Cc1ccc(C)c(Cn2c(C(=O)O)c(CNCc3cccs3)c3ccccc32)c1
 : 2% | -5% | -18% | 11% | 0% | 8% | 1%
> Cc1ccc(N(C)S(=O)(=O)c2nnc(NC(=O)c3ccco3)s2)cc1
 : 0% | 2% | -5% | -2% | -1% | -3% | -6%
> Cc1ccccc1-c1nc(CS(=O)(=O)CC(=O)NCCc2ccccc2)c(C)o1
 : -2% | -9% | -8% | -6% | -1% | 4% | -4%
> Cc1c(NC(=O)C(C)(C)C)cccc1-c1nc2ccccc2s1
 : -11% | -9% | -1% | 16µM* | -1% | 10µM* | 1%
> COC(=O)c1ccc(NC(=O)c2cc(S(=O)(=O)N3CCc4ccccc43)cn2C)cc1
 : 2% | -1% | -1% | 6% | 3% | 21% | 4%
> Cc1sc(C2C(C#N)=C(N)N(c3cccc(Cl)c3)C3=C2C(=O)CCC3)cc1CN1CCOCC1 (configuration not stated)
 : 9% | ? | -5% | -14% | ? | -19% | -11%
> CCc1ccc(-n2nc(CO)c(C(=O)NC(C)c3ccc(Cl)cc3)n2)cc1 (configuration not stated)
 : 4% | 13% | -22% | -12% | -2% | -12% | 1%
> COc1ccc2c(c1)c(=O)c(C(=O)c1ccc(C)cc1)cn2Cc1ccccc1F
 : 8% | 4% | ? | -11% | -1% | -7% | -4%
> CC(=O)Nc1ccc(NC(=O)Cn2cc3c(n2)CCCCC3)cc1
 : 4% | -21% | -15% | -12% | -3% | 4% | 1%
> CCn1c(=O)c2cc(C(=O)NCc3cc(OC)ccc3OC)sc2c2ccccc21
 : 8% | 21% | -24% | -7% | -1% | -4% | -1%
> COc1ccc(NC(=O)C2CCN(c3nc4ccccc4[nH]3)CC2)cc1OC
 : -1% | 7% | -2% | -3% | 0% | -1% | 0%
> COc1ccc(-n2cc(C(=O)Oc3cc(C)cc(C)c3)c3ccccc3c2=O)cc1
 : -1% | 2% | -24% | 17% | 2% | -3% | -1%
> Fc1ccc(-c2nc(Nc3cccc(Cl)c3)nc3c2COc2ccccc2-3)cc1
 : 0% | 21% | -8% | 2% | 0% | -1% | 0%
> O=C(Cn1cc(SCc2cccc(C(F)(F)F)c2)c2ccccc21)N1CCCCCC1
 : 3% | 9% | -24% | 24% | 0% | 11% | 1%

An excerpt from above with just GALK inh, p53null 39C kill and NTMT1 inhibitor:
molecule	GALK inh	p53null 39C kill	NTMT1 inhibitor
Cc1c(NC(=O)C(C)(C)C)cccc1-c1nc2ccccc2s1	-11%	16µM*	-9%
COc1ccc(NC(=O)C2CCN(c3nc4ccccc4[nH]3)CC2)cc1OC	-1%	-3%	7%

The results go on:
Screens in order – GALK inh | NTMT1 inhibitor | FH mod | p53null 39C kill | B2AR arrestin ag | p53null 32C tox | TSG101-PTAP inh
> CCOC(=O)Cn1c(=O)oc2cc(S(=O)(=O)NC(C)c3ccccc3)ccc21 (configuration not stated)
 : 7% | -5% | -3% | -16% | -2% | 3% | -6%
> Cc1ccc(S(=O)(=O)NCCc2nnc3ccc(SCC(=O)Nc4c(C)cc(C)cc4C)nn23)cc1
 : 2% | ? | -4% | -14% | 0% | 9% | -5%
> COc1ccc(OC)c(NC(=O)Cn2cc(S(=O)(=O)c3ccccc3)c(=O)c3cc(C)ccc32)c1
 : 7% | -3% | -1% | -7% | -1% | ? | 2%
> O=C(c1ccco1)N(Cc1cccs1)c1ccc(F)cc1
 : -4% | -20% | -19% | 8% | -3% | 0% | 0%
> CCOC(=O)c1cc(-c2ccc(C)cc2)n(CCC(=O)Nc2nc3c(C)cccc3s2)c1C
 : -1% | 22% | -23% | 18% | 1% | 17% | -2%
> O=C(Nc1ccc(Cl)cc1Cl)c1cc(S(=O)(=O)N2CCC3(CC2)OCCO3)ccc1F
 : 3% | 1% | -15% | -11% | -1% | -6% | -1%
> Fc1cccc(Cl)c1CNCCSc1nnnn1-c1ccccc1
 : ? | 4% | 0% | 5% | -1% | 4% | -1%
> CCn1c(=O)cc(SCC(=O)NCCc2cccc(C)c2)c2ccccc21
 : -2% | -7% | -15% | 3% | 0% | 1% | -2%
> CCN(CC)S(=O)(=O)c1ccc2c(c1)c(=O)c(C(=O)N1CCN(c3cc(Cl)ccc3C)CC1)cn2C
 : 0% | 1% | -23% | -15% | -2% | 33%[activator] | 1%
> CCOc1ccc(S(=O)(=O)N2CCN(c3ccc(Cl)c(Cl)c3)CC2)c2ccccc12
 : 8% | 4% | -12% | 23% | 1% | -30% | 2%
> COC(=O)c1ccc(Nc2nnc(-c3ccc(C)c(S(=O)(=O)N4CCN(C)CC4)c3)c3ccccc23)cc1
 : -1% | 15% | ? | 17% | -2% | 15% | -17%
> COc1cccc(N2CCN(C(=O)C3CCN(S(=O)(=O)c4c(C)noc4C)CC3)CC2)c1
 : 3% | -7% | -13% | 4% | 1% | 4% | 1%
> COc1ccc(-n2c(=O)c3sc4ccccc4c3n(CC(=O)Nc3ccccc3F)c2=O)cc1
 : -1% | -5% | 0% | -12% | 1% | 3% | -5%
> Cc1cc(C)cc(NC(=O)c2sc3nc4n(c(=O)c3c2C)N=C(c2ccc(F)cc2)CS4)c1
 : -1% | 8% | -19% | -20% | -2% | -5% | 2%

High-throughput results deposited in PubChem by National Center for Advancing Translational Sciences (NCATS).
